14-3-3 PPI = modulators of 14-3-3 gamma protein binding, primary screen, biochemical, fluorescence polarization; 14-3-3 protein gamma (Homo sapiens), P61981; FP, 14-3-3gamma / TMR-pS259-Raf peptide binding; inhibition, % at 40 µM; 0.19% of 160,000 active; AID 422, 2006; in the data active = inhibition above about 30%;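 note: 0% = protein plus tracer without compound and 100% = blank with tracer alone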
Target sequence (P61981 whole entry, looked up): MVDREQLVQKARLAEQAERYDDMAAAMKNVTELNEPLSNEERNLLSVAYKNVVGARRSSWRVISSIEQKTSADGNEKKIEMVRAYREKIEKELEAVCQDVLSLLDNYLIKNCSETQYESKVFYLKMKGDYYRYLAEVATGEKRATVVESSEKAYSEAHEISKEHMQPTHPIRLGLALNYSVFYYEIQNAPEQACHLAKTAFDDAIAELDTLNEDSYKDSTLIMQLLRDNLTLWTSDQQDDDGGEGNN
Active calls of the source: *; & = joins results of further samples.

SMILES	14-3-3 PPI
O=C1NN(c2ccccc2)C(=O)C2C3c4ccccc4C(c4ccccc43)C12 (centres undefined)	5
Cc1nn(CC(=O)N2CCN(C)CC2)c(=O)c2ccccc12	2
FC(F)(F)c1cccc(N2CCN(Cc3cccnc3)CC2)c1	-1
COc1ccc(C(CC(=O)O)NC(=O)C2CCCCC2)cc1 (centres undefined)	-3&2
CC(=O)c1cc(Cl)ccc1OC(=O)c1ccco1	0
CC1CCC(C(=O)NC(C(=O)N2CCN(c3ccc(F)cc3)CC2)C(C)C)CC1 (centres undefined)	-6
O=C(Nc1ccc(S(=O)(=O)Nc2ncccn2)cc1)c1cc2cc([N+](=O)[O-])ccc2s1	-3
O=C1CCC([N+](=O)[O-])C(c2ccc(Br)cc2)N1 (centres undefined)	7
COc1ccc(C(=O)NCCn2cc(SCC(=O)N3CCOCC3)c3ccccc32)cc1	-2
CSc1nsc(SC)c1NC(=O)Nc1ccccc1	-13
Cc1ccc(NC(=O)Cc2c(C(=O)O)[nH]c3ccc(Cl)cc23)cc1F	4
Nc1c(C(=O)c2ccccc2)sc2nc(-c3cccs3)cc(C(F)(F)F)c12	-45
CC(=O)Nc1nnc(C)s1	-5
O=C(CCCn1c(=O)c2ccccc2n(Cc2cccc([N+](=O)[O-])c2)c1=O)N1CCc2ccccc2C1	-4
N#CCN1C(C(=O)c2ccccc2)=C(OC(=O)Cc2ccccc2)c2ccccc2S1(=O)=O	13
CCOc1ccccc1C1C(C#N)=C(SCC(=O)OC)NC(=O)C1C(=O)OC (centres undefined)	-10
Cc1ccc(-c2noc(C34CC5CC(CC(C5)C3)C4)n2)cc1	4
COC(=O)NC1CCS(=O)(=O)C1 (centres undefined)	-7
COc1ccccc1NC(=O)C1=C(C)Nc2nc(CCCO)nn2C1c1ccc2c(c1)OCO2 (centres undefined)	-10&-6
CCOC(=O)c1c(NC(=O)c2ccccc2OCC)sc(C(C)=O)c1C	-25
Cc1nn(C(=O)c2ccccc2Br)c(C)c1Sc1ccc(Cl)cc1	-1
O=C(Nc1ccccn1)NC12CC3CC(CC(C3)C1)C2	-9
Cn1c(=O)c2c(SCc3cccc(C(F)(F)F)c3)nc(-c3ccco3)nc2n(C)c1=O	-3&-13
Nc1ccc2c3c(cccc13)C(=O)N(c1ccccc1)C2=O	87*
CCOc1ccc(-n2c(Cc3cc(=O)[nH]c(=O)[nH]3)nnc2SCC)cc1	-8
Cc1cccc(C(=O)Nc2cccc(-c3nc4cc(C)ccc4o3)c2C)c1	-3
COc1cccc(NC(=O)COc2ccc(Br)cc2)c1	-7
O=C1CC(c2ccccc2)n2nc(NC(=O)c3ccccn3)nc2N1 (centres undefined)	1
O=C(Cn1c(-c2cncs2)nc2ccccc21)Nc1ccccc1Cl	-5
CCCCN(CCCC)S(=O)(=O)c1ccc(OC)c2ncccc12	2&2
O=C(O)CSc1nnc(CNc2cccc(C(F)(F)F)c2)n1Cc1ccco1	-9
CCCc1n(CC)c2ccccc2[n+]1CC(O)COc1ccccc1 (centres undefined)	-6
Nc1ccccc1NC(=O)c1ccccc1N	3
COC(=O)c1ccccc1NC(=O)C1CC(=O)N(c2ccc(C(C)(C)C)cc2)C1 (centres undefined)	-4
O=C(CSc1nnc(-c2cccc(S(=O)(=O)N3CCCCC3)c2)o1)c1ccc[nH]1	-13
COC(=O)C1=C(O)CSC1=Nc1ccc(OC)cc1	-2
CCOc1ccccc1Nc1ncccc1C(=O)N1CCCC1	-6
Cc1c(NC(=O)C2(c3ccccc3)CCOCC2)c(=O)n(-c2ccccc2)n1C	-6
Cc1cccc(OCC(=O)Nc2nnc(-c3cccs3)s2)c1	-142
c1ccc(-c2noc(-c3cccc4ccccc34)n2)nc1	-10&-11
O=C(Cc1ccccc1)N1CCC(c2ccccc2)=N1	-25
COc1cccc(NC(=O)c2ccc(N3CCC(C)CC3)c([N+](=O)[O-])c2)c1	0
COc1cccc2cc(C(=O)C3=C(O)C(=O)N(CCCN(C)C)C3c3ccncc3)oc12 (centres undefined)	-5
O=[N+]([O-])c1ccc(C=Nc2nc3c(s2)CCCC3)cc1	0
CCCC1=NN(C(=O)c2cccc(O)c2)C(O)(C(F)(F)F)C1 (centres undefined)	-7
Cc1[nH]c(=O)[nH]c(=O)c1S(=O)(=O)NCC12CC3CC(CC(C3)C1)C2	-6
COc1cccc(-c2cc(C(=O)N3CCCCC3C)no2)c1 (centres undefined)	5
CCN(Cc1ccccc1)C(=O)Cn1c(=O)n(-c2ccc(Cl)cc2)c(=O)c2c3c(sc21)CCC3	-1
COc1ccc(CCN2CC34C=CC(O3)C(C(=O)NCc3cccnc3)C4C2=O)cc1OC (centres undefined)	-1
COC(=O)c1ccc(C2C3=C(CC(c4ccco4)CC3=O)Nc3ccccc3N2C(=O)c2ccccc2)cc1 (centres undefined)	-21
COc1ccc(N(CC(=O)N2CCc3ccccc32)S(=O)(=O)c2c(C)n[nH]c2C)cc1	-2
CCC(=O)N1CCc2cc(Br)cc(S(=O)(=O)CCC(=O)Nc3cccc(Cl)c3C)c21	-6
O=c1cc(-c2ccccc2)c2ccc(O)cc2o1	-1
Fc1ccccc1C(c1nnnn1Cc1ccc2c(c1)OCO2)N1CCN(Cc2ccco2)CC1 (centres undefined)	-1
Cc1cccc(CSCc2ccc(C(=O)NCc3ccco3)o2)c1	5
CC(C)c1ccc(S(=O)(=O)Nc2cc(SCC(=O)O)c(O)c3ccccc23)cc1	-13
Cc1sc2c(c1C)c(=O)n(-c1ccc(Cl)cc1)c(=O)n2Cc1cc(=O)n2ccccc2n1	-6
C=CCn1c(COc2ccc(C)cc2)nc2ccccc21	-5
O=C1c2ccc(Oc3cccc(N4C(=O)C5C6C=CC(C6)C5C4=O)c3)cc2C(=O)N1c1ccccc1 (centres undefined)	1
O=C(CC1(O)C(=O)N(Cc2ccccc2Cl)c2ccccc21)c1ccc2c(c1)OCCO2 (centres undefined)	-2

A draw from above in order of formula weight, smallest number first:
SMILES	14-3-3 PPI
Cc1cccc(CSCc2ccc(C(=O)NCc3ccco3)o2)c1	5
COc1ccc(N(CC(=O)N2CCc3ccccc32)S(=O)(=O)c2c(C)n[nH]c2C)cc1	-2
O=C(CC1(O)C(=O)N(Cc2ccccc2Cl)c2ccccc21)c1ccc2c(c1)OCCO2 (centres undefined)	-2

Carrying on:
SMILES	14-3-3 PPI
CC1CCc2sc3ncnc(NCCCN(C)C)c3c2C1 (centres undefined)	-3
CCN(Cc1ccccc1)C(=O)C(NC(=O)C1CCC(C)CC1)C(C)C (centres undefined)	-9
CCOc1ccc(C(=O)Nc2c3c(nn2-c2ccc(F)cc2)CS(=O)(=O)C3)cc1	2
O=C(c1ccc(Cn2c(=S)[nH]c3ccc(Br)cc3c2=O)cc1)N1CCN(c2ccccc2)CC1	-8
CCOC(=O)C1=C(O)C(=O)N(c2ccc(S(N)(=O)=O)cc2)C1c1ccc(OC)cc1 (centres undefined)	-7
CCCN1C(=O)C2C(C(=O)Nc3cccc(SC)c3)C3C=CC2(O3)C1C(=O)NC1CCCCC1 (centres undefined)	-7
CCOC(=O)NC(CC(=O)O)c1ccc(OC)cc1 (centres undefined)	-9
Cc1nc(N2CCN(c3ccc(F)cc3)CC2)c2c(C)c(C)sc2n1	-15
CCC1CCC(c2nnc(-c3ccc(Br)cc3)o2)CC1 (centres undefined)	3
CCOC(=O)C(C)n1ncn2cccc2c1=O (centres undefined)	-9
CCOc1ccc(-n2nc3cc(C)c(NC(=O)c4cncc(Br)c4)cc3n2)cc1	-23
Cc1ccccc1N1C(=O)C(Cl)=C(N2CCCCCC2)C1=O	-8
O=C(CN1C(=O)CC(c2ccco2)Sc2ccccc21)NCC1CCCO1 (centres undefined)	5
CCCc1nnc(SCC(=O)N2CCOCC2)n1Cc1ccco1	-5
COC(=O)c1c[nH]n2c(NC3CCCCCC3)c(-c3cccc(C)c3)nc12	-11
C=CCn1c(SCC(=O)Nc2ccc3c(c2)OCO3)nnc1-c1ccccc1OC	-2
COc1ccc(S(=O)(=O)c2ccc(C(=O)Nc3ccc(C)c(Cl)c3)cc2[N+](=O)[O-])cc1	-19
O=C(NCCc1ccccc1)c1ccc(Sc2ccccc2Cl)c([N+](=O)[O-])c1	-1
COc1ccc(C2Nc3ccccc3S(=O)(=O)N2Cc2ccccc2)c(OC)c1 (centres undefined)	-3
Cc1cccc(NC(=O)c2ccc(Cl)cc2[N+](=O)[O-])n1	-6
Cc1ccccc1OCC(=O)Nc1c[nH]c(=O)[nH]c1=O	5
COCCSc1nc2c(c(=O)[nH]c(=O)n2C)n1Cc1cccc(C)c1	2
CCOC(=O)c1cnc2c(OC)cccc2c1Nc1ccc(OCC)cc1	-11
COC(=O)c1cc(Cl)c(N)cc1OC	-7

Among those listed so far, these have a nitro group on carbon:
SMILES	14-3-3 PPI
O=C(Nc1ccc(S(=O)(=O)Nc2ncccn2)cc1)c1cc2cc([N+](=O)[O-])ccc2s1	-3
O=C1CCC([N+](=O)[O-])C(c2ccc(Br)cc2)N1 (centres undefined)	7
O=C(CCCn1c(=O)c2ccccc2n(Cc2cccc([N+](=O)[O-])c2)c1=O)N1CCc2ccccc2C1	-4
COc1cccc(NC(=O)c2ccc(N3CCC(C)CC3)c([N+](=O)[O-])c2)c1	0
O=[N+]([O-])c1ccc(C=Nc2nc3c(s2)CCCC3)cc1	0
COc1ccc(S(=O)(=O)c2ccc(C(=O)Nc3ccc(C)c(Cl)c3)cc2[N+](=O)[O-])cc1	-19
O=C(NCCc1ccccc1)c1ccc(Sc2ccccc2Cl)c([N+](=O)[O-])c1	-1
Cc1cccc(NC(=O)c2ccc(Cl)cc2[N+](=O)[O-])n1	-6

Entries listed so far marked active in 14-3-3 PPI.
SMILES	14-3-3 PPI
Nc1ccc2c3c(cccc13)C(=O)N(c1ccccc1)C2=O	87*

(cont.)
SMILES	14-3-3 PPI
O=C(Nc1ccccc1Cl)c1ccccc1Cl	2
COc1cccc(-n2c(SCC(=O)NCC3CCCO3)nc3c([nH]c4ccccc43)c2=O)c1 (centres undefined)	-8
COc1ccc(C(=O)Nc2ccccc2-c2nc3ccccc3[nH]c2=O)cc1	-2
CCOC(=O)c1ccccc1NC(=O)c1cn(CC)c(=O)c2cc(OC)c(OC)cc12	-8
Cc1[nH]nc2c1C(c1ccc(Cl)cc1)C(C#N)=C(N)O2 (centres undefined)	-10
COCCNS(=O)(=O)c1ccc(-c2ccc(S(=O)(=O)NCCOC)cc2)cc1	3
O=S1(=O)CCN2C(c3ccc4c(c3)CCCC4)=CSC2=N1	5
CCOC(=O)c1c(CN(C)C)n(C)c2cc(Br)c(OC)cc12	-6
CCOC(=O)c1ccc2c(c1)N(CC(=O)N1CCCC1)C(=O)C(C)(C)O2	-2
CCOC(=O)c1c(NC(=O)CSc2nnnn2C)sc(C)c1-c1ccc(C)cc1	-3
O=C(CSc1nnc(-c2ccccc2)o1)N1CCc2ccccc2C1	3&-3
COc1ccccc1Oc1nc2c(c(=O)n(C)c(=O)n2C)n1Cc1ccccc1	-5
O=C(Nc1nccs1)c1ccc(Cl)s1	1
Cc1cccc(NC(=O)CS(=O)(=O)c2nc(-c3ccccc3)cn2-c2cccc(Cl)c2)c1C	-4
COc1ccc(NC(=O)c2ccc(N(C)S(C)(=O)=O)cc2)cc1OC	2
CC(C)Cc1nc(C(N)=O)c2[nH]c(=O)n(-c3ccc(F)cc3)c2n1	-3
COc1ccc(N2C(=O)CC(N3CCN(C=O)CC3)C2=O)cc1 (centres undefined)	5
O=C1C(Nc2ccc(Br)cc2)=C(n2nnc3ccccc32)C(=O)c2ccccc21	-43
COc1ccc(N2CCN(C(=O)c3cc4c(-c5cccc(OC)c5)nn(C)c4s3)CC2)cc1	-7
CC(C)C(C(=O)Nc1ccccc1C(N)=O)N1C(=O)c2ccccc2C1=O (centres undefined)	2
CCc1ccccc1NC(=O)CN1CCC(NC(=O)COC)CC1	-8
Cc1nn(C(=O)c2ccc(COc3ccc(Cl)cc3)o2)c(C)c1Br	-10
O=C(Nc1ccccc1F)c1ccc(Br)o1	-3
O=C1c2cc([N+](=O)[O-])cc3cc([N+](=O)[O-])cc(c23)C(=O)N1c1cccc2ccccc12	-262
Cc1cc(Cl)ccc1OCC(=O)NCCCN1CCOCC1	1&0
Cc1cc2ccccc2n1CCNC(=O)c1cccs1	-21
COc1ccc(NC(=O)c2cc(-c3cccs3)nc3ccccc23)c(OC)c1	-7
CCOC(=O)N1CCN(C(=O)CSCC(=O)Nc2nc(-c3cccs3)cs2)CC1	2
O=C(NC1CCCCCC1)C1CC(=O)N(C2CCCCCC2)C1 (centres undefined)	4
COCC(=O)Oc1c(Sc2ccc(Cl)cc2)c(C)nn1-c1ccccc1	3
CN(CCNC(=O)CCNC(=O)Cn1ccc2ccccc2c1=O)Cc1ccccc1	-5
CCOC(=O)c1c(C)nsc1NC(C)c1ccccc1 (centres undefined)	4
CC(=O)N=c1ncn(CC(COC(C)=O)OC(C)=O)c2nc[nH]c12 (centres undefined)	0
O=C(Nc1cccc(F)c1)NC1CCCCC1	-1
CP(=O)(O)C(c1cccc(Cl)c1)C(F)(F)F (centres undefined)	-7
CCc1ccccc1NC(=O)CN(c1ccccc1OC)S(C)(=O)=O	-6
CCOC(=O)c1ccc2c(c1)N(Cc1cccc(C)c1)C(=O)c1ccccc1S2	5
COC(=O)c1ccc2c(c1)C1C=CCC1C(c1cccc3ccccc13)N2 (centres undefined)	-165
CCN(CC)S(=O)(=O)c1ccc(C(=O)Nc2nc3ccc(C)cc3s2)cc1	-2
CC1(C)Cc2nc(N3CCOCC3)c(C#N)cc2CO1	0&-10
COc1ccc(Cl)cc1NS(=O)(=O)c1cnc[nH]1	1
CCOC(=O)N1CCN(c2c(NCCc3ccc(OCC)c(OCC)c3)c(=O)c2=O)CC1	2
CCOC(=O)CN1C(=O)C(O)(CC(=O)c2ccco2)c2ccccc21 (centres undefined)	0
CCC(Sc1ncnc2c1sc1ccccc12)C(=O)Nc1cccc(C)c1 (centres undefined)	0
CC(Sc1nc2sc3c(c2c(=O)n1Cc1ccccc1)CC(C(C)C)OC3)C(=O)O (centres undefined)	-9
COc1ccc(C(=O)NCCCN(C)C)cc1OC	-2

Screening results: PubChem, Emory University Molecular Libraries Screening Center

An excerpt; rates above refer to the full screens.
